Autophagy mod: modulators of autophagy; MEF GFP-LC3 puncta imaging; test concentration mostly 10 µM; calls only at 10 µM (by protocol); 190,000 tested, 0.98% active;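 active = percentage of spot-positive cells more than 3 SD above its plate mean, without a fluorescence outlier flag or 80% toxicity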;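 also: spot-positive cell cutoff set from DMSO-treated cells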
P. falciparum M1AAP: malaria alanyl aminopeptidase activity blockers – biochemical, fluorogenic H-Leu-NHMec substrate, 1536-well (AID 1445) | recombinant M1AAP, H-Leu-NHMec fluorogenic kinetic assay; higher % means a stronger effect | inhibition, % at 30 µM, or IC50 in µM where a hit was titrated | 220,000 tested, 0.42% active;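 active = primary inhibition above the hit cutoff, then over 50% inhibition at one or more dose response concentrations, cut at about 23% in these data, passing the limit was not always enough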;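 also: plate controls were DMSO full reaction for no effect and no enzyme background for full effect; strong numbers were not always called active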
bCat nuc transl: alters nuclear translocation of beta-catenin in HeLa cells; immunofluorescence imaging; nuclear translocation activity, % at 5 µM; 190,000 tested, 0.3% active;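 active = nuclear translocation activity above 50% at 5 µM, with a well cell count of 50 or more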;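 also: per-cell ratio of nuclear to cytoplasmic median beta-catenin stain intensity; plate controls were DMSO negative control for no effect and GSK-3 inhibitor IX positive control for full effect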
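assay system = human HeLa cells, endogenous beta-catenin | times = compound treatment 24 h, 37°C, 5% CO2 | detection = Anti-beta-catenin immunofluorescence on PFA-fixed, Triton-permeabilized cells, DAPI nuclei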
P. falciparum M17LAP: P. falciparum M17LAP inhibitors, primary screen, biochemical, fluorogenic H-Leu-NHMec substrate, 1536-well (AID 1619); recombinant M17LAP, H-Leu-NHMec fluorogenic kinetic assay; higher % means a stronger effect; inhibition, % at 30 µM, or IC50 in µM where a hit was titrated; 220,000 tested, 0.38% active;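 active = compound inhibiting the enzyme by more than half at any dose during confirmatory dose-response retesting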;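 also: plate controls were full reaction with DMSO carrier for no effect and no enzyme background for full effect; strong numbers were not always called active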
CSM14.1 death rescue: rescue of cells from ER stress-induced death, primary screen, 384-well, CSM14.1, thapsigargin, ATP luminescence (AID 1222) | CSM14.1 thapsigargin-induced death rescue, ATP luminescence; higher % means a stronger effect | cellular ATP content (survival), % at 20 µM; hits with a dose series show EC50 in µM | 190,000 tested, under 10 active;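 active = EC50 below 50 µM in the dose-response confirmation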;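 also: death triggered by thapsigargin at about 15 µM added after 2 h compound pretreatment; cell ATP read after overnight thapsigargin exposure of roughly 18 to 22 hours; normalized against plate controls of thapsigargin alone and 5% DMSO vehicle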
Ins promoter up: MIN6 insulin promoter up-regulation | MIN6 insulin promoter-GFP reporter, high-content imaging; active compounds read high | z-score at 5 µM | 190,000 tested, 0.3% active | AID 1625;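 active = z-score above 3 at 5 µM with at least 500 cells counted in the well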
Dynein cargo inh: dynein cargo transport inhibition; 220,000 tested, 0.47% active; AID 1381; z-score, hits read low; 3617.4 mouse cells, GR-EGFP nuclear translocation imaging; test concentration mostly 20 µM; stimulated with dexamethasone, 1 µM; active compounds read low;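 active = plate z-score of nuclear minus cytoplasmic receptor signal below a set negative limit, without overly bright fluorescence or cell loss, cut at about -3.5 in these data, passing the limit was not always enough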;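 also: z-score of nuclear minus cytoplasmic ring GR-EGFP intensity difference per well; some compounds called inactive have numbers as strong as hits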
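medium = tetracycline-free induction medium containing charcoal-stripped FBS | probe or stimulus = dexamethasone, 1.0 µM final | timing = 48 h induction, then 1 h compound, then 30 min agonist, 37 °C | detection = automated 10x imaging of fixed Hoechst-stained cells | read-out basis = nuclear versus cytoplasmic GR-EGFP signal, averaged per well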
MT stabilize HCS: stabilizes microtubules in HeLa cells; HeLa tubulin immunostaining HCS, 24 h; share of cells brighter than vehicle mean+2SD; % tubulin-high responders, % at 10 µM; 200,000 tested, 0.83% active; AID 2205;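 active = plate Z-score above 3 for both tubulin-high and condensed-nucleus cell shares, with cell loss under 80%, at 10 µM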;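 also: anti alpha tubulin signal scored within the nucleus-defined area of each cell; some results filed as inactive read as strong as hits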
UTI89 phage lysis: protection from phage-mediated lysis, alamar blue read-out – E. coli UTI89, K1F phage, bacterial capsule biogenesis inhibitors (AID 488966). inhibition, % at 100 µM; hits with a dose series show IC50 in µM. E. coli UTI89 K1F phage lysis, alamar blue, 2 h; higher % means a stronger effect. 340,000 tested, 0.02% active;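 active = phage lysis inhibition, versus mean bacterial control, above a set limit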;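 also: capsule biogenesis inhibitors block K1F phage lysis so surviving cells raise fluorescence; higher fluorescence means more inhibition of phage lysis; actives were called in the ten point dose series up to 300 µM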
Dynein cargo inh cytoplasmic EGFP: recorded beside Dynein cargo inh, whose call it bears; z-score; measured here: cytoplasmic GR-EGFP intensity; active compounds read high
Dynein cargo inh nuclear GR-EGFP: recorded beside Dynein cargo inh, whose call it bears; z-score; measured here: nuclear GR-EGFP intensity;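 lower value marks the stronger effect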
Dynein cargo inh cell count: second read-out of Dynein cargo inh, no call of its own (marks repeat the call); z-score; measured here: cell count per field
Ins promoter up cell count: recorded beside Ins promoter up, whose call it bears; cell count; measured here: cytotoxicity, nuclei count;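 total cells summed across four imaged fields per well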
bCat nuc transl cell count 5 µM: also measured in bCat nuc transl; calls as there; cell count; measured here: cell count, cytotoxicity flag
MT stabilize HCS Hoechst-high %: further read-out of MT stabilize HCS, marked with its call; % Hoechst-high responders; measured here: nuclear condensation Hoechst responders;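 share of cells brighter than vehicle mean plus two SD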
MT stabilize HCS cytotoxicity %: second read-out of MT stabilize HCS, no call of its own (marks repeat the call); toxicity, %; measured here: cytotoxicity by cell density;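 0% = mean cell density of plate MIN control wells and 100% = no cells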
Autophagy mod cell loss 18 h: further read-out of Autophagy mod, marked with its call; toxicity, %; measured here: cell loss, nuclei count;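 cell loss after 18 h compound exposure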
* marks the source's active call; other numbers are inactive results; [ ] = dose if it differs, or a comment.

Cc1cc(C(=O)COC(=O)c2ccc[nH]c2=O)c(C)n1-c1ccccc1 was read as Autophagy mod inactive, P. falciparum M1AAP 2%, bCat nuc transl 1.3, P. falciparum M17LAP 2.7µM*, CSM14.1 death rescue -7.7%, Ins promoter up 0.01, Dynein cargo inh 1.8, MT stabilize HCS 2.6, UTI89 phage lysis 0.2%, Dynein cargo inh cytoplasmic EGFP 0.13, Dynein cargo inh nuclear GR-EGFP 2.1, Dynein cargo inh cell count -3.4, Ins promoter up cell count 1349, bCat nuc transl cell count 5 µM 946, MT stabilize HCS Hoechst-high % 2.0, MT stabilize HCS cytotoxicity % 6.0 and Autophagy mod cell loss 18 h 4.
Screening Cc1ccc(C)c(OCC(=O)Nc2ccc(S(=O)(=O)N3CCN(C)CC3)cc2)c1 returned Autophagy mod inactive, P. falciparum M1AAP -1%, bCat nuc transl -0.5, P. falciparum M17LAP -5%, CSM14.1 death rescue 1.3%, Dynein cargo inh 0.18, MT stabilize HCS 2.3, UTI89 phage lysis 2.2%, Dynein cargo inh cytoplasmic EGFP -0.2, Dynein cargo inh nuclear GR-EGFP 0.035, Dynein cargo inh cell count -0.85, bCat nuc transl cell count 5 µM 1117, MT stabilize HCS Hoechst-high % 1.3, MT stabilize HCS cytotoxicity % 6.3 and Autophagy mod cell loss 18 h 0.
O=C(CCC1COc2ccccc2O1)NCC1COc2ccccc2O1 (stereo unspecified) was read as Autophagy mod inactive, P. falciparum M1AAP 0%, bCat nuc transl -0.6, P. falciparum M17LAP 16%, CSM14.1 death rescue -0.8%, Ins promoter up 0.45, Dynein cargo inh 0.17, MT stabilize HCS 3.4, UTI89 phage lysis -0.2%, Dynein cargo inh cytoplasmic EGFP -0.24, Dynein cargo inh nuclear GR-EGFP 0.16, Dynein cargo inh cell count -0.64, Ins promoter up cell count 1218, bCat nuc transl cell count 5 µM 1069, MT stabilize HCS Hoechst-high % 2.5, MT stabilize HCS cytotoxicity % 5.3 and Autophagy mod cell loss 18 h 0.
Screening CCS(=O)(=O)c1ccc(O)c(NC(=O)/C=C/c2ccc(Cl)cc2)c1 returned P. falciparum M1AAP 4%, bCat nuc transl 0.4, P. falciparum M17LAP 17%, Ins promoter up 1.7, Dynein cargo inh 0.28, UTI89 phage lysis -0.2%, Dynein cargo inh cytoplasmic EGFP 0.35, Dynein cargo inh nuclear GR-EGFP 0.91, Dynein cargo inh cell count -1.3, Ins promoter up cell count 1015 and bCat nuc transl cell count 5 µM 1265.
For O=C(COc1ccc(Cl)cc1)Nc1ccc(Cl)cn1 the results were Autophagy mod inactive, P. falciparum M1AAP -3%, bCat nuc transl -0.6, P. falciparum M17LAP 12%, CSM14.1 death rescue 3.5%, Ins promoter up 0.14, Dynein cargo inh 0.45, MT stabilize HCS 2.2, UTI89 phage lysis 0.2%, Dynein cargo inh cytoplasmic EGFP -0.19, Dynein cargo inh nuclear GR-EGFP 0.24, Dynein cargo inh cell count -0.13, Ins promoter up cell count 1308, bCat nuc transl cell count 5 µM 1120, MT stabilize HCS Hoechst-high % 2.1, MT stabilize HCS cytotoxicity % 8.2 and Autophagy mod cell loss 18 h -5.
Screening Cc1nn(C)c(C)c1/C=C/C(=O)c1ccc(Cl)cc1Cl returned Autophagy mod inactive, P. falciparum M1AAP 4%, bCat nuc transl -0.1, P. falciparum M17LAP 1%, CSM14.1 death rescue 0.5%, Ins promoter up -0.85, Dynein cargo inh 0.23, MT stabilize HCS 3.5, UTI89 phage lysis 0.5%, Dynein cargo inh cytoplasmic EGFP 0.42, Dynein cargo inh nuclear GR-EGFP 0.34, Dynein cargo inh cell count -1.4, Ins promoter up cell count 988, bCat nuc transl cell count 5 µM 1036, MT stabilize HCS Hoechst-high % 3.4, MT stabilize HCS cytotoxicity % 2.1 and Autophagy mod cell loss 18 h 13.
`COc1ccc(NC(=O)COc2ccc(/C=N/O)cc2OC)cc1` gave Autophagy mod inactive, P. falciparum M1AAP 3%, bCat nuc transl 0.7, P. falciparum M17LAP -11%, CSM14.1 death rescue -0.8%, Ins promoter up -1.1, Dynein cargo inh 0.027, MT stabilize HCS 3.7, UTI89 phage lysis -0.1%, Dynein cargo inh cytoplasmic EGFP -0.28, Dynein cargo inh nuclear GR-EGFP -0.27, Dynein cargo inh cell count 0.64, Ins promoter up cell count 1368, bCat nuc transl cell count 5 µM 1137, MT stabilize HCS Hoechst-high % 1.9, MT stabilize HCS cytotoxicity % 2.5 and Autophagy mod cell loss 18 h 11.
For Cc1ccc(C(=O)Nc2nnc(C3CCCCC3)s2)o1 the results were Autophagy mod inactive, P. falciparum M1AAP 11%, bCat nuc transl 1.1, P. falciparum M17LAP 2%, CSM14.1 death rescue -4.5%, Ins promoter up 0.78, Dynein cargo inh 0.03, MT stabilize HCS 1.0, UTI89 phage lysis 4.1%, Dynein cargo inh cytoplasmic EGFP -0.43, Dynein cargo inh nuclear GR-EGFP 0.035, Dynein cargo inh cell count 1, Ins promoter up cell count 792, bCat nuc transl cell count 5 µM 1081, MT stabilize HCS Hoechst-high % 1.6, MT stabilize HCS cytotoxicity % 5.1 and Autophagy mod cell loss 18 h 2.
Screening COc1ccc2c(c1)C(c1ccc(C)o1)=NNC(c1ccccc1)=N2 returned Autophagy mod inactive, P. falciparum M1AAP 6%, bCat nuc transl 0.3, P. falciparum M17LAP 12%, CSM14.1 death rescue 0.2%, Ins promoter up -0.01, Dynein cargo inh -0.15, MT stabilize HCS 1.7, UTI89 phage lysis 0.6%, Dynein cargo inh cytoplasmic EGFP -0.15, Dynein cargo inh nuclear GR-EGFP -0.0094, Dynein cargo inh cell count 0.52, Ins promoter up cell count 1384, bCat nuc transl cell count 5 µM 1548, MT stabilize HCS Hoechst-high % 1.4, MT stabilize HCS cytotoxicity % 5.1 and Autophagy mod cell loss 18 h -1.
For COc1ccc(Cl)cc1CSc1n[nH]c(C)n1 the results were P. falciparum M1AAP 3%, bCat nuc transl -1.8, P. falciparum M17LAP 0%, CSM14.1 death rescue 3.4%, Ins promoter up 0.49, Dynein cargo inh 0.47, MT stabilize HCS 1.5, UTI89 phage lysis 1.1%, Dynein cargo inh cytoplasmic EGFP -0.21, Dynein cargo inh nuclear GR-EGFP 0.56, Dynein cargo inh cell count -0.61, Ins promoter up cell count 838, bCat nuc transl cell count 5 µM 1134, MT stabilize HCS Hoechst-high % 2.0 and MT stabilize HCS cytotoxicity % 9.4.
For COc1ccc(OCC(=O)N/N=C/c2ccc(O[C@@H]3O[C@H](CO)[C@@H](O)[C@H](O)[C@H]3O)cc2)cc1 the results were Autophagy mod inactive, P. falciparum M1AAP -4%, P. falciparum M17LAP -3%, CSM14.1 death rescue -0.4%, Dynein cargo inh 1.4, MT stabilize HCS 1.4, UTI89 phage lysis -0.5%, Dynein cargo inh cytoplasmic EGFP 0.072, Dynein cargo inh nuclear GR-EGFP 0.58, Dynein cargo inh cell count -1.3, MT stabilize HCS Hoechst-high % 1.9, MT stabilize HCS cytotoxicity % 8.2 and Autophagy mod cell loss 18 h 0.
Cc1ccc(-n2c(SCC(=O)N/N=C/c3ccccc3C(=O)O)nnc2-c2ccc(Cl)cc2)cc1 was read as P. falciparum M1AAP 6%, bCat nuc transl -1.6, P. falciparum M17LAP -3%, Ins promoter up -0.7, Dynein cargo inh -0.86, UTI89 phage lysis -0.2%, Dynein cargo inh cytoplasmic EGFP 0.17, Dynein cargo inh nuclear GR-EGFP 0.2, Dynein cargo inh cell count 0.066, Ins promoter up cell count 1081 and bCat nuc transl cell count 5 µM 1340.
`O=S1(=O)CC(N2CCOCC2)c2ccccc21` (stereo unspecified) gave Autophagy mod inactive, P. falciparum M1AAP -6%, P. falciparum M17LAP -10%, CSM14.1 death rescue -3.6%, Ins promoter up -0.17, Dynein cargo inh 2.3, MT stabilize HCS 4.1, UTI89 phage lysis -0.1%, Dynein cargo inh cytoplasmic EGFP -0.21, Dynein cargo inh nuclear GR-EGFP 0.029, Dynein cargo inh cell count -0.66, Ins promoter up cell count 1009, MT stabilize HCS Hoechst-high % 1.3, MT stabilize HCS cytotoxicity % 6.0 and Autophagy mod cell loss 18 h -3.
Screening O=C(COC(=O)C1CC(=O)N(Cc2ccccc2)C1)c1ccc(Br)cc1 (stereo unspecified) returned Autophagy mod inactive, P. falciparum M1AAP 1%, P. falciparum M17LAP -11%, CSM14.1 death rescue -4.8%, Ins promoter up 0.27, Dynein cargo inh 1.1, MT stabilize HCS 3.4, UTI89 phage lysis 1.7%[50 µM], Dynein cargo inh cytoplasmic EGFP 0.061, Dynein cargo inh nuclear GR-EGFP 1.1, Dynein cargo inh cell count -0.31, Ins promoter up cell count 1099, MT stabilize HCS Hoechst-high % 2.4, MT stabilize HCS cytotoxicity % 6.5 and Autophagy mod cell loss 18 h -4.
For COc1cccc(OC)c1NC(=O)CN1CCC(NC(=O)c2cccc(F)c2)CC1 the results were Autophagy mod inactive, P. falciparum M1AAP 21%, bCat nuc transl 0.2, P. falciparum M17LAP 16%, CSM14.1 death rescue -2.6%, Dynein cargo inh 3.7, MT stabilize HCS 4.1, UTI89 phage lysis 1.9%, Dynein cargo inh cytoplasmic EGFP -0.18, Dynein cargo inh nuclear GR-EGFP 1.9, Dynein cargo inh cell count -1.1, bCat nuc transl cell count 5 µM 599, MT stabilize HCS Hoechst-high % 2.3, MT stabilize HCS cytotoxicity % 5.6 and Autophagy mod cell loss 18 h -2.

Compound activity deposited in PubChem BioAssay by several laboratories.

Random draw from the library; about 2.9% have a hit in one of these screens.
